Bioassay records from PubChem BioAssay.
ELG1 repair inh: qHTS screen for small molecules that inhibit ELG1-dependent DNA repair in human embryonic kidney (HEK293T) cells expressing luciferase-tagged ELG1; HEK293T ELG1-luciferase reporter, luminescence, 16 h; DNA damage induced by 5-fluorouridine; Potency, µM (series often up to 46.1 µM), without a hit: top-dose activity change, negative = inhibition, most hits filed as inhibitors; actives 2.3% (n = 330,000); note: potency is the fitted concentration of half-maximal effect; % is set by controls: 0 for no effect and ±100 for the full control effect; nearly all actives have a fitted effect of over 55% in size
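Step one: seed 2,000 cells per well. Step two: pin-transfer compound or DMSO alongside 5-fluorouridine. Step three: incubate 16 hr, 37 °C, 5% CO2. Step four: add ONE-Glo, wait 30 min, read luminescence.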
Mito fusion yeast: qHTS Assay for Small Molecule Inhibitors of Mitochondrial Division or Activators of Mitochondrial Fusion. S. cerevisiae fusion-defective mutant growth rescue, CellTiterGlo 48 h. Potency, µM (series often up to 46.1 µM), inactives show at the top dose growth rescue (activation), most hits filed as activators. actives 0.23% (n = 320,000);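 note: potency is the fitted concentration of half-maximal effect; % of control where 0% means no effect; nearly all actives have a fitted effect of over 45% in size; temperature-sensitive fusion mutants such as fzo1-1 at 37 °C on non-fermentable ethanol glycerol medium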
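Read-out: ATP-based luminescence (CellTiterGlo, 10 min ambient) reporting growth of fusion-defective ts yeast after 48 hours at 37C on glycerol/ethanol YPEG medium in the presence of compound.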
TCR activator: Activators of T cell receptors: qHTS campaign. primary human leukocytes, anti-CD3, IL-2 HTRF, 48 h. Potency, µM (series often up to 9.22 µM), for inactives: at the top dose activation of IL-2 secretion, most hits filed as activators. 330,000 tested, under 10 active. AID 504894, 2011; note: % of control where 0% means no effect
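HTRF read-out of IL-2 secretion: europium cryptate donor excited at 320nm, d2 acceptor emission at 665nm. Cells were primary human leukocytes incubated 48 hr with compounds and a-CD3 beads, supplying TCR signal only.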
TRPV1 ag: HTS Assay for Compounds that Act as Agonists of the Vanilloid Receptor 1; Transient receptor potential cation channel subfamily V member 1 (Homo sapiens), Q8NER1; TRPV1-expressing cells, Fluo-8 calcium influx, agonist mode; actives 0.19% (n = 320,000); AID 540275, 2011; activation, % at 8.33 µM; in the data active = activation above about 80%; inconclusive = between about 30% and that limit; note: 0% is about no effect
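TRPV1-expressing cells were cultured overnight at 35.5C and loaded with Fluo-8 calcium dye for 40 to 90 min at room temperature. After a 10 s baseline, compound was added and calcium influx was read kinetically for 3 min (ex 480/em 520 nm).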
KCNH2 3.1 inh: qHTS for Inhibitors of KCHN2 3.1: Mutant qHTS | Potassium voltage-gated channel subfamily H member 2, brain isoform KCNH2 3.1 (human) | U2OS KCNH2 3.1, thallium flux FluxOr; hits give low values | activity change, % (tested at about 1.8 µM) | actives 0.95% (n = 340,000);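 active = maximum activity change below -70%; inconclusive = maximum activity change from -70% to -50%; inactive = maximum activity change above -50%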;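 note: thallium influx rate constant from kinetic fluorescence after stimulation buffer; % is set by controls: 0 for no effect and ±100 for the full control effect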
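FluxOr-based Tl+ influx in U2OS cells transduced with KCNH2 3.1 virus; rate constants normalized to DMSO controls.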
USP2a inh: qHTS Assay for Inhibitors of Ubiquitin-specific Protease USP2a Using CHOP2 as the Reporter. Ubiquitin carboxyl-terminal hydrolase 2 (Homo sapiens), O75604. USP2 core, Ub-CHOP2 coupled fluorogenic reporter, 485/531. Potency, µM (doses to about 38.3 µM), for inactives: top-dose activity change, negative = inhibition, usual class: inhibitors. actives 0.01% (n = 330,000). AID 463254, 2010;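 note: potency is the fitted concentration of half-maximal effect; plate controls were DMSO wells for no effect and full inhibition by NEM control for full effect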
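Deubiquitinase activity read as fluorescence (485/531 nm) after Ub-CHOP2 cleavage activates the enterokinase reporter on its substrate; USP2 core 10nM, Ub-CHOP2 and substrate 25nM each, 30min compound preincubation then 60min RT; data normalized to NEM, curves fitted.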
Eya2 phos inh: qHTS Assay for Inhibitors of the Phosphatase Activity of Eya2 | recombinant Eya2, OMFP fluorescence dephosphorylation (OMFP is methylfluorescein phosphate) | Potency, µM (highest dose often 76.9 µM), for the others: top-dose activity, negative = inhibition, actives largely listed as inhibitors | actives 0.006% (n = 330,000) | AID 488837, 2010; note: potency is the fitted concentration of half-maximal effect; % is set by controls: 0 for no effect and ±100 for the full control effect
Target sequence (O00167 whole entry, looked up): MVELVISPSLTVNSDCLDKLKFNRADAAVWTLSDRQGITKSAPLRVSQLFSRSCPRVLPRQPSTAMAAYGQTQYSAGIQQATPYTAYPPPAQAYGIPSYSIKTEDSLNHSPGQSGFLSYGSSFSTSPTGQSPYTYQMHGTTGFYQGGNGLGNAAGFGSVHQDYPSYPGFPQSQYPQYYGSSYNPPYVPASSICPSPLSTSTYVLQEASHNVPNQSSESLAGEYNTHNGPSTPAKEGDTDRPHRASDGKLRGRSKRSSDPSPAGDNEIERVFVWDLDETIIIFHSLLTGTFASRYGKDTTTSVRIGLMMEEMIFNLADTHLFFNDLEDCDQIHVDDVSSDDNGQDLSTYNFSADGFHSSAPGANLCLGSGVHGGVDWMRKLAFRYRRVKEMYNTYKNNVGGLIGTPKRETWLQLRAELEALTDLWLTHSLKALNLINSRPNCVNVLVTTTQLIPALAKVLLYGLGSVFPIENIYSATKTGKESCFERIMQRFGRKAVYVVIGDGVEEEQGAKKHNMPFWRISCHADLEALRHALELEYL
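Eya2 protein (added as 0.2 uM solution) was preincubated with compound for 10 min at ambient temperature in 50 mM HEPES pH 7.5, 50 mM NaCl, 5 uM MgCl2, 0.05% BSA, 1 mM DTT. OMFP (added at 50 uM) then reacted 10 min; fluorescence read at 485/525 nm.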
hERG WT inh: qHTS for Inhibitors of KCHN2 3.1: Wildtype qHTS; U2OS, BacMam KCNH2, thallium flux FluxOr; hits give low values; actives 0.37% (n = 340,000); AID 720551, 2013; activity change, % at 1.84 µM; Voltage-gated inwardly rectifying potassium channel KCNH2 (Homo sapiens), Q12809;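 active = maximum activity change below -70%; inconclusive = maximum activity change between -70% and -50%; inactive = maximum activity change above -50%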; note: % is set by controls: 0 for no effect and ±100 for the full control effect
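U2OS cells transduced with wild-type KCNH2 virus are loaded with FluxOr dye for 45 min, and thallium flux is measured in kinetic reads before and after stimulation buffer. Rate constants are normalized to DMSO controls.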
A-T KAP1 phos: qHTS Assay for Identifying a Potential Treatment of Ataxia-Telangiectasia. actives 0.19% (n = 320,000). […] A-T fibroblasts, KAP-1 phosphorylation AlphaLISA; neocarzinostatin DNA damage 30 min before lysis. Potency, µM (series often up to 57.5 µM), for the others: at the top dose activation, actives largely listed as activators; note: potency is the fitted concentration of half-maximal effect; % of control where 0% means no effect; nearly all actives have a fitted effect of over 45% in size
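hTERT-immortalized A-T patient fibroblasts ([…]), 500 cells/well in OPTI-MEM, 1% FBS, got compounds for 60 min, then NCS for 30 min at 37C. Lysates were then assayed for phospho-KAP-1 by AlphaLISA (anti-pKAP1 donor, anti-KAP1 acceptor beads), 6 hr at 25C.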
TSHR antagonist: Antagonists of the Thyroid Stimulating Hormone Receptor: HTS campaign; TSHR-expressing cells, TSH-stimulated cAMP HTRF, 2 h; hits give low values; activity change, negative = inhibition, % at 11.5 µM; actives 0.2% (n = 330,000); Thyrotropin receptor (Homo sapiens), P16473;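 active = activity change below a set negative limit, meaning inhibition stronger than a set level, cut at about -70% in these data; inconclusive = activity change between two set negative limits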; note: % is set by controls: 0 for no effect and ±100 for the full control effect
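Freshly harvested TSHR cells receive pin-tooled compound, then EC80 TSH at 4nM final. After 2 hours at 37 deg C, antibody in lysis buffer and cAMP-d2 are added; 30 minutes at ambient temperature precede the HTRF read.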
Active calls of the source: *; ? = inconclusive; / = not tested or not shown; [ ] = another dose, or the depositor's remark. Unless noted, calls come from the whole dose curve; as a rule, active = well fitted curve in the direction sought with a large enough effect; inconclusive = small, poorly fitted or top-dose-only effect, or another doubt; inactive = no such curve, though single readings can be large; an effect the other way counts as inactive or inconclusive. Some of the compounds tested, so the mix of outcomes need not match the whole.

SMILES | ELG1 repair inh | Mito fusion yeast | TCR activator | TRPV1 ag | KCNH2 3.1 inh | USP2a inh | Eya2 phos inh | hERG WT inh | A-T KAP1 phos | TSHR antagonist
CCC(=O)Nc1nc(-c2ccc3c(c2)CC(C)N3S(C)(=O)=O)cs1 (stereo not drawn) | ? | -6% | -7% | 4 | -7 | 2% | 4% | -8 | 3% | 24
Cc1c(C(=O)CN2CCCC(C)(C)C2)c2ccccc2n1C | -3% | 5% | 7% | 1 | 2 | 2% | -9% | 1 | 10% | 17
Cc1ccc(NC(=O)c2ccccc2F)cc1S(=O)(=O)N1CCCCCC1 | ? | 10% | 2% | ? | 9 | 0% | -3% | 5 | 3% | -10
CCOC(=O)C1=C(N)Oc2c(oc(CO)cc2=O)C1c1ccc(Cl)cc1 (stereo not drawn) | -17% | 0% | 1% | 1 | 24 | 3% | 8% | 8 | -2% | 8
COc1ccc(S(=O)(=O)NCc2ccco2)c2ccccc12 | 1% | -1% | / | 2 | -1 | 3% | 13% | 15 | 8% | -5
CCCCCOC(=O)c1[nH]c2c(c1C)C(=O)CC(c1ccco1)C2 (stereo not drawn) | -1% | 19% | -20% | ? | -9 | -3% | -7% | -9 | -24% | -4
Cc1nn(-c2ccc(F)cc2)c2nc(N)c(C#N)c(-c3ccc(O)c(O)c3)c12 | -26% | 10% | 3% | -1 | 15 | 0% | 0% | -5 | -1% | -16
NC(=O)c1cccc2cc3ccccc3cc12 | -4% | 5% | 1% | -1 | 9 | 9% | 8% | -10 | 14% | -7
CCn1cc(C(=O)OCC(=O)Nc2cccc(C)c2)c(=O)c2ccc(C)nc21 | -5% | 13% | 3% | -2 | 13 | -1% | -3% | -6 | -2% | -7
CCN(CC)S(=O)(=O)c1ccc2nc(SC)sc2c1 | -5% | 0% | 5% | 9 | -4 | 0% | 12% | -15 | 6% | 16
C=CCn1c(-c2ccc(Cl)cc2)cnc1SC(C)C(=O)NC(N)=O (stereo not drawn) | -20% | -10% | 7% | -2 | 9 | -2% | 0% | 2 | 2% | -22
CC(CCc1ccccc1)NC(=O)COC(=O)c1ccc(NC(=O)CC#N)cc1 (stereo not drawn) | -9% | 3% | 12% | 0 | 4 | 0% | -1% | 5 | 10% | -4
Cc1nn(-c2ccccc2)c(C)c1NC(=O)c1ccc(S(=O)(=O)N2CCCC2)cc1 | -18% | 3% | -7% | 0 | 3 | 1% | -4% | -14 | 1% | -13
c1ccc2c(c1)C(=Nn1cnnc1)c1ccccc1-2 | -2% | 1% | 3% | 1 | 1 | 4% | 9% | 9 | 4% | 8
Cc1sc(CO)c(Sc2ccccc2)c1C(=O)O | 9% | -1% | / | / | / | 0% | -2% | / | 6% | 12
O=C(CCCO)NC1Cc2ccccc2C1 | 0% | 1% | 3% | -1 | 3 | 3% | 3% | 3 | -1% | 3
CCOC(=O)N1CCN(C(=O)CS(=O)(=O)Cc2nc(-c3cccc(OC)c3)oc2C)CC1 | ? | 4% | 0% | 13 | 4 | 1% | -1% | -4 | -4% | 5
O=C(Nc1cc(S(=O)(=O)Nc2ccc(Cl)cc2)ccc1N1CCCCC1)c1ccc(F)cc1 | ? | 3% | 6%[46.1 µM] | -5 | 2 | -8% | 10% | -7 | -4% | -7
CC(=O)c1cccc(NC(=O)COC(=O)CCC(=O)c2cccs2)c1 | 3% | 3% | / | 24 | 1 | 4% | 9% | -31 | 1% | -3
COc1cc(C(=O)OCCNC(=O)c2cccnc2)cc(OC)c1OC | -15% | / | 1% | / | 0 | 1% | -18% | -4 | 6% | -15
O=C(Nc1ccc(C(=O)N2CCCC2)cc1)c1ccc2c(c1)OCO2 | ? | -6% | / | 4 | -1 | 3% | -23% | / | 2% | -6
CC1=C(C(=O)Nc2cccnc2)C(c2ccc3c(c2)OCO3)C2=C(CCCC2=O)N1 (stereo not drawn) | -1% | -2% | -4% | 2 | 2 | 1% | 11% | 7 | 1% | 7
CN1C(=O)CC(N2CCN(c3ccccn3)CC2)C1=O (stereo not drawn) | 5% | -2% | -2% | -4 | 6 | -2% | -3% | -9 | 7% | -5
CCCC(=O)Nc1ccc(NC(=O)c2ccccc2OC)cn1 | 15% | 0% | 0% | -7 | -4 | -2% | -4% | 18 | 4% | 11
COc1ccc(C)cc1NC(=O)Cn1cnnn1 | 13% | 4% | -20% | 2 | 18 | 0% | -4% | -7 | 0% | 0

(list continues)
SMILES | ELG1 repair inh | Mito fusion yeast | TCR activator | TRPV1 ag | KCNH2 3.1 inh | USP2a inh | Eya2 phos inh | hERG WT inh | A-T KAP1 phos | TSHR antagonist
CC(C)N1C(=O)C(=O)N(CC(=O)N(C)c2ccccc2)C1=O | 11% | 0% | 4% | 1 | -10 | 0% | -2% | 8 | 6% | -16
COc1ccc(NC(=O)COC(=O)CCC2CCCC2)c(OC)c1 | 0% | / | -8% | / | -15 | -10% | -18% | 28 | -3% | /
CC1C(=O)C(C)C(c2ccc(Br)cc2)NC1c1ccc(Br)cc1 (stereo not drawn) | ? | 31% | 1% | 2 | -18 | 0% | 4% | -1 | -3% | 4
COC(=O)C1=C(C)NC(c2c(O)ccc3ccccc23)C(C(=O)OC)=C1C (stereo not drawn) | 9% | ? | -1%[46.1 µM] | -1 | -85* | -2% | 2% | 8 | -2% | 13
CCCn1c(N)c(Sc2ccccc2)c(=O)n(CCC)c1=O | -11% | 2% | / | 0 | -13 | -2% | 2% | -13 | -3% | 5
COC(=O)c1ccccc1NC(=O)Cn1nnc(-c2ccc3c(c2)OCO3)n1 | 15% | 5% | -5% | 9 | -12 | -5% | -21% | 6 | 1% | 24
O=C(O)c1cc(-c2ccc3c(c2)OCO3)nc2ccc(Cl)cc12 | ? | 2% | -4% | -7 | / | 1% | 7% | -7 | 27% | 25
Cc1ccccc1-c1nc2sc(-c3ccccc3)cc2c(=O)o1 | 19% | 0% | 5% | -5 | -1 | 0% | 6% | -13 | -6% | -25
Cc1cc2c(OCC(O)CNCc3ccco3)cccc2[nH]1 (stereo not drawn) | 9% | -4% | -2% | -3 | 1 | 0% | -2% | 0 | -16% | -5
Cc1ccccc1NC(=O)c1c(-c2ccccc2)noc1C | 1% | 2% | 2% | 1 | -6 | 3% | -24% | -9 | 1% | -1
CSc1nc(N)nc2c1ncn2CC(=O)NCCNc1ccc([N+](=O)[O-])cn1 | 0% | / | -1% | / | 15 | 3% | -24% | -41 | 16% | -11
Cn1c(=O)oc2cc(S(=O)(=O)NCc3ccc(F)cc3)ccc21 | 21% | 5% | 4% | 2 | -2 | 5% | -3% | 9 | 8% | 0
CCN1CCN(C(=S)Nc2cccc(C(F)(F)F)c2)CC1 | -1% | 7% | 3%[46.1 µM] | 3 | 8 | 1% | 2% | -4 | -4% | 6

In the list so far, 5 contain an aryl thioether with sulfur outside any ring.
SMILES | ELG1 repair inh | Mito fusion yeast | TCR activator | TRPV1 ag | KCNH2 3.1 inh | USP2a inh | Eya2 phos inh | hERG WT inh | A-T KAP1 phos | TSHR antagonist
CCN(CC)S(=O)(=O)c1ccc2nc(SC)sc2c1 | -5% | 0% | 5% | 9 | -4 | 0% | 12% | -15 | 6% | 16
C=CCn1c(-c2ccc(Cl)cc2)cnc1SC(C)C(=O)NC(N)=O (stereo not drawn) | -20% | -10% | 7% | -2 | 9 | -2% | 0% | 2 | 2% | -22
Cc1sc(CO)c(Sc2ccccc2)c1C(=O)O | 9% | -1% | / | / | / | 0% | -2% | / | 6% | 12
CCCn1c(N)c(Sc2ccccc2)c(=O)n(CCC)c1=O | -11% | 2% | / | 0 | -13 | -2% | 2% | -13 | -3% | 5
CSc1nc(N)nc2c1ncn2CC(=O)NCCNc1ccc([N+](=O)[O-])cn1 | 0% | / | -1% | / | 15 | 3% | -24% | -41 | 16% | -11
